Akt phos inh – HTS Assay for Inhibitors of Akt Phophorylation: Primary Screen; Neuro2A IGF-stimulated pAkt S473 HTRF, 20 min; active compounds read low; activity change, % for hits at 50 µM; 360,000 tested, 0.32% active; AID 651550, 2012; in the data active means activity change below about -80%; inconclusive means mostly about -51% to -80%; further: on the % scale 0 is the no-effect control and ±100 the full control effect
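Neuro2A cells (4,500/well, DMEM with 0.5% FBS) were treated with compound at a single 50 µM final concentration, stimulated with 6 nM IGF for 20 min at 37 °C, and lysed. Phospho-Akt Ser473 was read by HTRF as 665/615 ratio ×10^4.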
Nrf2 ARE act – qHTS of Nrf2 Activators; AREc32 ARE-luciferase reporter (MCF7-derived line), luminescence, 24 h; Potency, µM (top dose mostly 46.1 µM), without a hit: at the top dose activation, hits mostly activators; 410,000 tested, 0.31% active; further: potency means the concentration at half of the fitted maximal effect; % of control where 0% means no effect; nearly all actives have a fitted effect of over 65% in size
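Steps: seed AREc32_Fluc cells (1000/well, 5% FBS OPTI-MEM); incubate overnight at 37 deg C; add 23 nL compound; incubate 24 hr; add Steady-Glo; hold 30 min RT; read luminescence.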
Abeta rescue – qHTS for compounds that reverse cellular toxicity of Amyloid beta (A-beta) peptide in yeast: Primary Screen | Potency, µM (highest dose often 46.1 µM), without a hit: top-dose growth rescue, usual class: activators | 410,000 tested, 0.063% active | yeast expressing A-beta42, growth rescue, OD600, 48 h; response scale: 0% DMSO, 100% iron-clioquinol control; further: potency means the concentration at half of the fitted maximal effect; nearly all actives have a fitted effect of over 55% in size
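Yeast growth medium received pinned compounds, then yeast cells expressing toxic A-beta were added; plates incubated at 30 C for 48 hr. Growth read as absorbance at 600 nm, normalized to DMSO and equimolar FeCl3 plus clioquinol controls.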
A549 viability – Nrf2 qHTS screen for inhibitors: counterscreen for cytotoxicity; A549 ARE-Fluc cells, CellTiter-Fluor viability, 18-24 h; Potency, µM (doses to about 46 µM), for inactives: at the highest dose activity change, negative = cytotoxicity, most hits filed as inhibitors; 390,000 tested, 0.16% active; further: potency means the concentration at half of the fitted maximal effect; on the % scale 0 is the no-effect control and ±100 the full control effect
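A549 ARE_Fluc cells in 5% FBS OPTI-MEM were exposed to compounds in concentration-response for 18-24 h at 37 deg C. Viability was read by CellTiter-Fluor fluorescence (Ex 405/Em 525) after 30 min, before the luciferase read.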
TGFb inhibitor – qHTS for Inhibitors of TGF-b. HepG2 CAGA-GFP TGF-b/SMAD3 reporter, GFP fluorescence, 18 h; TGF-beta stimulated, 500 pg/mL final. 410,000 tested, 1.2% active. Potency, µM (doses to about 46.1 µM), inactives show at the highest dose activity, negative = inhibition, usual class: inhibitors; further: potency means the concentration at half of the fitted maximal effect; on the % scale 0 is the no-effect control and ±100 the full control effect; nearly all actives have a fitted effect of over 65% in size
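Using HEPG2 CAGA-GFP reporter cells at 1000 cells/well, we pinned test compounds, stimulated with recombinant TGF-beta (500 pg/mL final) and measured total well GFP after 18 h.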
MmCpn inh – Inhibitors of TCP-1 ring complex (TRiC) of Methanococcus maripaludis (MmCpn): qHTS; Chaperonin Mm-Cpn (Methanococcus maripaludis); purified Mm-Cpn ATPase, ADP Transcreener TR-FRET; Potency, µM (highest dose often 76.9 µM), inactives show at the highest dose activity, negative = inhibition, usual class: inhibitors; 330,000 tested, 0.031% active; further: potency means the concentration at half of the fitted maximal effect; on the % scale 0 is the no-effect control and ±100 the full control effect; nearly all actives have a fitted effect of over 80% in size
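TR-FRET (320 nm excitation; 590 and 665 nm emission) reports ADP made from 10 uM ATP by 25 nM enzyme; compounds were preincubated 10 min, reaction run 30 min, both at 37°C.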
Nrf2 inh – Nrf2 qHTS screen for inhibitors | A549 ARE-Fluc reporter, luciferase luminescence, 18-24 h | Potency, µM (highest dose often 46 µM), inactives show at the top dose activity change, negative = inhibition, most hits filed as inhibitors | 360,000 tested, 2.1% active; further: potency means the concentration at half of the fitted maximal effect; on the % scale 0 is the no-effect control and ±100 the full control effect; nearly all actives have a fitted effect of over 60% in size
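Concentration-response testing used A549 ARE_Fluc cells at 5000 cells/well. Following an 18-24 h compound incubation, viability was read by fluorescence (Ex 405/Em 525) and luciferase output by luminescence.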
HepG2 tox – qHTS for Inhibitors of TGF-b: Cytotox Counterscreen. HepG2 CAGA-GFP viability, ATP luminescence, 18 h. Potency, µM (series often up to 46.1 µM), inactives show at the highest dose activity change, negative = cytotoxicity, usual class: cytotoxic. 410,000 tested, 0.76% active. AID 588856, 2011; further: potency means the concentration at half of the fitted maximal effect; some results filed as inactive show a strong effect at the top dose
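CellTiter-Glo luminescence gave cytotoxicity after 18 hours at 37 degrees C. The cells were HepG2 CAGA-GFP in 1% FBS DMEM, stimulated with 500 pg/mL TGF-beta after compound addition. %Activity was normalised to no-cell wells (complete cell-killing) and DMSO (no toxicity), and curves were fitted and classified.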
CCT modulator – High-Throughput Screening for Modulators of Cytosolic Chaperonin Activity; activity change, % (test concentration not listed), hits read low; 360,000 tested, 0.3% active; AID 651819, 2012; purified chaperonin ATPase assay, HTRF ADP detection, 30 min; in the data active means activity change below about -30%; further: on the % scale 0 is the no-effect control and ±100 the full control effect
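TRiC (40 or 20 nM final, by batch activity) in 30 mM Tris pH 7.4, 100 mM KCl, 5 mM MgCl2, 1 mM DTT was treated with compound at 76 uM single dose, then 10 uM ATP, 30 min at 37 °C. ADP was read by HTRF Transcreener.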
Numbers without * were called inactive; i = inactive; ? = inconclusive; . = no result given; [ ] = another dose, or the depositor's remark. Unless noted, the call rests on the fitted dose curve; in most records, active means well fitted curve in the direction sought with a large enough effect; inconclusive means small, poorly fitted or top-dose-only effect, or another doubt; inactive means no such curve, though single readings can be large; an effect the other way counts as inactive or inconclusive.

SMILES	Akt phos inh	Nrf2 ARE act	Abeta rescue	A549 viability	TGFb inhibitor	MmCpn inh	Nrf2 inh	HepG2 tox	CCT modulator
Cc1c(NC(=O)c2nn3c(C(F)(F)F)cc(-c4ccccc4)nc3c2Cl)c(=O)n(-c2ccccc2)n1C	i	0.0%	-11%	0%	5%	1%	?	-27%	-1.6
C#CCOCCOCCOCCNc1nc(N2CCN(C(=O)[C@H](CCCN=C(N)N)n3cc(C(N)[C@@H](C)CC)nn3)CC2)nc(N2CCN(C(=O)[C@H](CCC(=O)O)n3cc([C@@H](N)CCCCN)nn3)CC2)n1 (stereo not given in full)	i	-1.1%	0%	-1%	-5%	2%	5%	2%	-1.9
Cc1ccccc1CN1CCCN(CC(=O)Nc2ccc(F)cc2)S1(=O)=O	.	0.5%	-6%	2%	-22%	.	-28%	-28%	.
CC(C)Cc1cc(C(=O)Nc2ccccc2)c2ccccc2n1	i	-0.9%	-5%	0%	4%	0%	?	13%	-0.8
CCOC(=O)N1CCN(C(=O)C2CCCN(S(=O)(=O)c3ccccc3)C2)CC1 (stereo not given)	i	-0.5%	2%	-6%	-3%	1%	-14%	2%	1.3
CC1(C(=O)Nc2cccc(C(F)(F)F)c2)Cc2c(-c3ccc4c(c3)OCO4)ccnc2O1 (stereo not given)	i	4.0%	-6%	.	?	.	.	-30%	-2.8
CC(=O)Nc1ccc(S(=O)(=O)n2nc(-c3ccc(C)cc3)nc2N)cc1	i	2.6%	15%	-14%	8%	-2%	?	-25%	-0.3
N#CCNC(=O)C1c2ccccc2Oc2ccccc21	i	-0.7%	-9%	3%	-11%	-4%	-4%	3%	-0.4
CCOC(=O)C1CCN(c2c(NCCN3CCCCC3C)c(=O)c2=O)CC1 (stereo not given)	i	2.8%	12%	1%	-2%	2%	11%	-4%	-4.8
Cc1ccccc1C(=O)O/N=C(\N)c1ccc([N+](=O)[O-])cc1	i	7.1%	5%	0%	1%	2%	?	-4%	-1.0
O=c1c2c3c(sc2nc2n1CCC2)CCC3	i	0.0%	-19%	-4%	-1%	1%	-6%	0%	-3.4
O=S(=O)(Nc1ccccn1)c1ccc(Cl)c2ccccc12	i	0.5%	8%	-10%	3%	2%	-9%	0%	-0.9
O=C(O)CCCNS(=O)(=O)c1ccccc1	i	-0.6%	-5%	1%	-4%	3%	-8%	1%	-1.6
COC(=O)c1cc2oc3ccccc3c2n1CC(=O)Nc1ccc(OC)c(OC)c1	.	6.8%	-5%	-19%	-31%	.	3%	-38%	.
CC(C)C(NC(=O)C(NC(=O)C1O[C@@H]2OC(C)(C)O[C@@H]2[C@H]2OC(C)(C)O[C@@H]12)C(C)C)C(=O)O (stereo not given in full)	i	0.0%	-8%	3%	-2%	0%	-5%	0%	-2.0
COc1ccc(CNC(=O)CN2CCN(c3ccccc3O)CC2)cc1OC	i	0.0%	11%	0%	-2%	-1%	11%	11%	-2.9
CN(C)c1nc(N/N=C/c2ccccc2O)nc(Nc2ccc(F)cc2)n1	i	2.3%	0%	-4%	13µM*	1%	?	-24%	0.7
COc1cc2c3c(c1)/C(=C1/SC(=S)NC1=O)C(=O)N3C(C)(C)C=C2C	i	-0.8%	-4%	-4%	-6%	2%	-13%	1%	-0.3
CC(=O)OCCc1c2ccccc2c(CCCN(C)C)c2ccccc12	i	2.6%	-19%	2%	0%	.	-20%	6%	1.7
CCOC(=O)N1CCN(Cc2nc3cc(NC(=O)CC)ccc3n2CC)CC1	i	-0.4%	0%	-3%	15%	1%	-6%	15%	-22
Cc1csc(N(C(=O)c2ccccc2F)c2ccccc2)n1	i	0.2%	-1%	-10%	6%	0%	1%	1%	1.5
O=C(COC(=O)CSc1ccc2ccccc2c1)NCc1ccc2c(c1)OCO2	i	2.4%	19%	-5%	?	1%	?	-4%	0.9
Cc1cccc(C(C)C)c1NC(=O)COC(=O)COc1ccc2c(C)cc(=O)oc2c1	i	-0.4%	16%	0%	1%	0%	-18%	-29%	0.1
CC(=O)Nc1ccc(NC(=O)CCCN2C(=O)c3ccccc3C2=O)cc1	i	-0.2%	12%	0%	16%	-4%	0%	6%	0.5
Cc1ccc(Cl)cc1NC(=O)C1CCN(c2nnc(C)c3c(C)n(-c4ccccc4)nc23)CC1	.	-1.2%	-4%	1%	-22%	.	7%	4%	.

Single records, as listed above:
Profile of C#CCOCCOCCOCCNc1nc(N2CCN(C(=O)[C@H](CCCN=C(N)N)n3cc(C(N)[C@@H](C)CC)nn3)CC2)nc(N2CCN(C(=O)[C@H](CCC(=O)O)n3cc([C@@H](N)CCCCN)nn3)CC2)n1 (stereo not given in full) = Akt phos inh: i; Nrf2 ARE act: -1.1%; Abeta rescue: 0%; A549 viability: -1%; TGFb inhibitor: -5%; MmCpn inh: 2%; Nrf2 inh: 5%; HepG2 tox: 2%; CCT modulator: -1.9
Profile of CC(=O)Nc1ccc(S(=O)(=O)n2nc(-c3ccc(C)cc3)nc2N)cc1 = Akt phos inh: i; Nrf2 ARE act: 2.6%; Abeta rescue: 15%; A549 viability: -14%; TGFb inhibitor: 8%; MmCpn inh: -2%; Nrf2 inh: ?; HepG2 tox: -25%; CCT modulator: -0.3

The list continues.
SMILES	Akt phos inh	Nrf2 ARE act	Abeta rescue	A549 viability	TGFb inhibitor	MmCpn inh	Nrf2 inh	HepG2 tox	CCT modulator
CCOc1ccc(NC(=O)Cc2c[nH]c3ccccc23)cc1	.	?	25%	9%	-8%	.	.	-22%	.
CC(=O)c1nnn(-c2cccc([N+](=O)[O-])c2)c1C	i	-0.1%	0%	-3%	?	0%	4%	3%	-1.1
COc1ccc(-c2cn3cccc(C)c3n2)cc1F	i	6.0%	-14%	1%	0%	-1%	?	-23%	-4.8
COc1ccc(-c2ccc(=O)n(CC(=O)Nc3ccc(OC)c(OC)c3)n2)cc1	.	3.6%	-11%	9%	0%	.	.	-3%	.
COc1cc(C(=O)Oc2ccccc2/C=N/NC(=O)c2ccc(C)cc2)cc(OC)c1OC	i	0.1%	-3%	-15%	13µM*	-3%	-8%	-3%	-0.9
COc1ccc(NC(=O)CN2CCN(c3ccc(F)cc3)CC2)cc1Cl	i	0.5%	-1%	11%	-19%	-1%	.	-13%	2.2
N=c1oc2ccccc2cc1-c1nc2ccccc2c(=O)[nH]1	i	?	-17%	9%	37%[activator]	1%	5%	-10%	-1.3
C[C@@H]1CN([C@H](C)CO)C(=O)c2c(c3ccccc3n2C)-c2ccccc2CO[C@H]1CN(C)Cc1ccc(C(F)(F)F)cc1	i	-4.9%	-6%	.	?	.	.	20µM*	0.1
COc1ccc(NC(=O)C2=CC(c3ccc(C)cc3)=NS(=O)(=O)N2C)cc1OC	i	-0.7%	-2%	-14%	-16%	1%	?	-9%	0.0
COc1ccccc1NC(=O)CCn1cnc2ccccc2c1=O	.	0.7%	5%	6%	.	0%	.	4%	.
O=C(O)c1cc(NC2(c3ccccc3)C(=O)c3ccccc3C2=O)ccc1Cl	.	-0.1%	-3%	2%	-3%	.	?	-2%	.
O=c1cc(-c2ccccc2)[nH]n2cnnc12	i	-0.7%	-13%	5%	-12%	0%	?	-2%	-2.6
CCOC(=O)CSc1nnc(COc2ccc3ccccc3c2)o1	i	2.1%	-4%	11%	2%	-13%	30%	-13%	1.9
COc1ccc(C2/C=C\CN(C(=O)C3CCCCC3)C(Cc3ccccc3)C(=O)N2Cc2ccc(F)cc2)cc1 (stereo not given)	.	.	.	0%	-23%	.	?	-8%	.
O=C(CSc1nnc(COc2ccccc2F)n1-c1ccccc1)NCc1ccco1	i	0.6%	21%	-9%	?	-1%	48%	0%	-3.0
Cc1ccccc1NC(=S)NCC(c1cccnc1)N1CCOCC1 (stereo not given)	i	0.4%	11%	2%	-11%	-1%	0%	5%	-1.6
Cn1c(SCC(=O)Nc2ccc3c(c2)OCO3)nnc1-c1cnccn1	.	-0.8%	7%	1%	2%	1%	13%	23%	-4.8
CC(=O)OCCCn1c(C)[n+](C)c2cc(Cl)c(Cl)cc21	i	0.0%	-8%	5%	0%	4%	?	-20%	-2.7
O=C(NC(=S)Nc1cc(Cl)ccc1N1CCOCC1)c1ccccc1[N+](=O)[O-]	i	4.8%	13%	15%	-21%	0%	-6%	-32%	-0.3
CC1CCN(S(=O)(=O)c2cn(C)c(=O)n(C)c2=O)CC1	i	-0.5%	-3%	7%	-4%	0%	16%	2%	-3.1
CC(=O)N1CCN(Cc2nc3cc(NS(C)(=O)=O)ccc3n2C)CC1	i	-0.3%	-2%	0%	-2%	0%	-16%	-23%	-7.4
CCOC(=O)CCNCc1ccc(F)cc1	i	-0.6%	1%	1%	5%	-2%	0%	-7%	-8.9
CCOC(=O)N1N=C(CC)CC1(O)C(F)(F)F (stereo not given)	i	-0.2%	19%	10%	-12%	-13%	22%	2%	2.3
COc1ccc(C(=O)N2CCc3cc(OC)c(OC)cc3C2c2cccc([N+](=O)[O-])c2)cc1OC (stereo not given)	i	0.3%	-11%	0%	34%	-1%	-18%	1%	-2.7
CC(NC(=O)c1ccccc1)c1ccc(Br)cc1 (stereo not given)	i	-0.5%	-17%	10%	-28%	0%	4%	-2%	-3.0
Cc1cc(C(=O)CN2C(=O)NC(C)(c3ccc(F)c(F)c3)C2=O)c(C)n1C1CC1 (stereo not given)	i	0.6%	-6%	.	-21%	.	.	-10%	-1.2

Screens as filed in PubChem BioAssay.

Compounds as they come; 4.3% or so of the library scored in one or more.
